Htt clearance: mutant huntingtin protein clearance | HeLa Exon1htt(103Q)mCFP, aggregate imaging; zero = plate's median compound well | inhibition, % at 1.5 µM | actives 0.42% (n = 47,000);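 active means inhibition of aggregate fluorescence above about 70%, also judged a hit by eye on the cell image, limit read from the data, passing the limit was not always enough; inconclusive means no rule stated for this call; inactive means not judged a hit on image review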;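 further: cells exposed to compound for three days before fixation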
Htt clearance grain fraction: second read-out of Htt clearance, no call of its own (marks repeat the call); fraction fluorescence in grains; measured here: aggregate grain fluorescence fraction; hits give low values;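 scaled fraction of total cell fluorescence in grains with unit not stated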
Active calls of the source: *; ? = inconclusive; . = not tested or not shown.

no. | molecule | Htt clearance | Htt clearance grain fraction
1 | CCOC(=O)N1CCN(C(=O)Nc2sc3nc4n(c(=O)c3c2C)CCC(C)CC4)CC1 (stereo not given) | -67 | 30
2 | COc1cccc(C2NC(=O)NC(C)=C2C(=O)Nc2ccccc2C)c1 (stereo not given) | 24 | 26
3 | O=C1[C@@H]2CSCN2C(=O)CN1CCc1cccc(F)c1 | -25 | 42
4 | Fc1ccc(CSc2nncn2NCc2ccccc2)cc1 | 5 | 19
5 | CC(C(=O)NCc1cccs1)n1cccc1 (stereo not given) | 52 | 19
6 | Cc1ccccc1NS(=O)(=O)c1cc(S(C)(=O)=O)ccc1Cl | -112 | 42
7 | O=C(NCc1ccccc1)C1CCN(S(=O)(=O)c2cccc3cccnc23)CC1 | 13 | 27
8 | Cc1nn(-c2ccccc2)c2nc(-c3ccncc3)cc(C(=O)NCc3ccco3)c12 | -13 | 38
9 | CCOc1ccc(N=c2scc(-c3ccc(OC)cc3)n2CCO)cc1 | 26 | 15
10 | O=C(Nc1ncc(Cc2ccccc2)s1)c1cccs1 | -23 | 26
11 | O=C(CSc1ncc(-c2ccccc2)n1-c1ccccc1)NCc1ccco1 | -10 | 18
12 | O=C(Nc1ccc(Cc2ccncc2)cc1)C1CC1 | -75 | 65
13 | CC1=C(C(=O)Nc2ccccc2F)C(c2ccsc2)C2=C(CC(c3ccccc3)CC2=O)N1 (stereo not given) | -35 | 30
14 | CC1(C)CC(=O)C2=C(C1)Nc1ccccc1NC2c1ccc2c(c1)OCO2 (stereo not given) | 29 | 26
15 | Cc1ccccc1-n1c(SCc2c(C)noc2C)nnc1-c1c[nH]c2ccccc12 | 49 | 11
16 | CCCC12CN3CC(C)(CN(C1)C3c1ccc(OC)cc1)C2=O (stereo not given) | 1 | 30
17 | COc1cccc(-c2nc3n(n2)C(c2ccc4c(c2)OCO4)C(C(N)=O)=C(C)N3)c1 (stereo not given) | 37 | 23
18 | Oc1ccc(Br)cc1-c1nc2cnccn2c1NC1CCCCC1 | ? | .
19 | CC1=CC(C)C2C(=O)N(CCCN(C)C)C(=O)C2C1 (stereo not given) | 24 | 15
20 | Cc1ccn2cc(CCNC(=O)C3CCCCC3)nc2c1 | 14 | 41
21 | O=S(=O)(c1ccc(Oc2ncnc3scc(-c4ccccc4)c23)cc1)N1CCOCC1 | 23 | 16
22 | COc1ccc(/C=C/c2ccncc2)cc1OC | 43 | 11
23 | Fc1ccc(CSc2nnc(Cc3sc(-c4ccccc4)nc3-c3ccccc3)o2)cc1 | 8 | 18
24 | O=C(NCc1cccnc1)C1CCN(S(=O)(=O)c2cccs2)CC1 | -12 | 41
25 | COC(=O)c1cc2sc(Cl)cc2n1Cc1nc(-c2ccccc2)oc1C | -53 | 63
26 | O=C(Nc1ccccc1N1CCCCC1)c1ncoc1-c1ccc(F)cc1 | 10 | 18
27 | O=C1c2ccccc2C(=O)N1CCOCCN1C(=O)c2ccccc2C1=O | 50 | 21
28 | CN(CCNC(=O)c1cn(C)c2ccc(S(=O)(=O)N3CCCC3)cc2c1=O)CCc1ccccc1 | 11 | 40
29 | CN(C)c1nc(N)nc(CSc2nnnn2C)n1 | 24 | 14
30 | CCOc1ccc(NC(=O)Cn2nnc(-c3ccccc3F)n2)cc1 | -33 | 27
31 | CCOC(=O)C1CCN(C2CC(=O)N(c3ccc(OCC)cc3)C2=O)CC1 (stereo not given) | -57 | 31
32 | CCOCCc1nnc(NC(=O)CSc2ccccc2)s1 | -15 | 19
33 | O=C(CC1(O)C(=O)N(Cc2ccccc2Cl)c2ccccc21)c1ccco1 (stereo not given) | 54 | 7.4
34 | COc1ccccc1OC(=O)c1ccc(SC)cc1OC | 23 | 13
35 | COc1cc(OC)cc(C(=O)NCCOc2ccccc2)c1 | 24 | 15
36 | COc1cccc(Nc2nc3ccccc3n3cnnc23)c1 | -26 | 42
37 | CN(C(=O)CCN1C(=O)C(C)(C)Nc2ccccc21)c1ccccc1 | -5 | 18
38 | CCCN1CCN(CCCNC(=O)Cn2ncc3c4ccccc4n(C)c3c2=O)CC1 | 45 | 18
39 | COc1ccc2nc(C)cc(SCC(=O)NNC(=O)COc3ccc(C)cc3)c2c1 | 19 | 31
40 | CC(C)(O)C1=NOC(c2ccccc2)C1 (stereo not given) | -22 | 25
41 | COC(=O)C1=C(C)NC(=O)CC1c1ccccc1F (stereo not given) | -5 | 35
42 | CCOc1ccc(C(=O)NCC(=O)OCC(=O)N2C(C)CCCC2C)cc1 (stereo not given) | 49 | 12
43 | COc1cc2nc(COc3ccc(C#N)cc3)n(CC#N)c(=O)c2cc1OC | 33 | 23
44 | C=CCn1c(C)c(C(C)=O)c(SC)nc1=S | 45 | 9.9
45 | COc1ccc(S(=O)(=O)N(C)c2ccc(C(=O)NCCC(C)C)cc2)cc1 | -12 | 36
46 | O=c1cc(CSc2nnc(-c3ccco3)o2)c2ccccc2[nH]1 | -5 | 23
47 | Cc1cc(NC(=O)C(C)C)ncc1NC(=O)CCc1ccccc1 | -19 | 37
48 | CN1CCN(C(=S)Nc2ccc([N+](=O)[O-])cc2)CC1 | -31 | 39
49 | COc1ccc(NC(=O)Cn2cc(C(=O)c3ccco3)c3ccccc32)cc1 | -26 | 50
50 | COc1cccc(-n2c(Cc3cc(=O)[nH]c(=O)[nH]3)nnc2SCC(=O)N2CCCC2)c1 | 15 | 30
51 | CN(C1CCCCC1)S(=O)(=O)c1ccc(NC(=S)NC(=O)c2cccs2)cc1 | 20 | 31
52 | CCCC(c1nnnn1CC(=O)OCC)N(Cc1cc2ccc(C)cc2[nH]c1=O)C1CCCC1 (stereo not given) | 50 | 9.3
53 | COC(=O)Nc1nnc(-c2ccccc2Cl)s1 | -20 | 43
54 | CCCCCCCCCCSc1n[nH]c(NC(C)=O)n1 | 2 | 31
55 | C=CCC(=O)OCC(=O)Nc1ccc(Oc2ccccc2)cc1 | 30 | 31
56 | CCOC(=O)C(C)C1(O)c2ccccc2-c2ncccc21 (stereo not given) | 38 | 21

(continued)
no. | molecule | Htt clearance | Htt clearance grain fraction
57 | O=C(NCC(c1cccnc1)N1CCN(c2ccccc2)CC1)C1CCCCC1 (stereo not given) | -2 | 20
58 | Cc1cc(C)nc(NC2=NCCN2C(=O)Nc2ccc(Cl)c(Cl)c2)n1 | -18 | 23
59 | CC(=O)C(C)Oc1ccc2c3c(c(=O)oc2c1)CCCCC3 (stereo not given) | -3 | 19
60 | COC(=O)C(CC(C(=O)OC)C(=O)OC)C(=O)OC | 1 | 39
61 | CN(c1ccccc1C(=O)Nc1ccc(S(=O)(=O)N2CCCCC2)cc1)S(C)(=O)=O | -7 | 18
62 | O=C(CCN1C(=O)c2ccccc2C1=O)N(CCO)Cc1ccccc1 | -89 | 82
63 | O=C(O)CC(c1ccc(Cl)cc1)n1cccc1 (stereo not given) | -2 | 38
64 | O=C(COC(=O)C1CC(=O)N(Cc2ccco2)C1)c1ccc(OC(=O)c2ccccc2)cc1 (stereo not given) | -22 | 24

Reprinted from the part before: four entries, followed by the next part.
no. | molecule | Htt clearance | Htt clearance grain fraction
61 | CN(c1ccccc1C(=O)Nc1ccc(S(=O)(=O)N2CCCCC2)cc1)S(C)(=O)=O | -7 | 18
62 | O=C(CCN1C(=O)c2ccccc2C1=O)N(CCO)Cc1ccccc1 | -89 | 82
63 | O=C(O)CC(c1ccc(Cl)cc1)n1cccc1 (stereo not given) | -2 | 38
64 | O=C(COC(=O)C1CC(=O)N(Cc2ccco2)C1)c1ccc(OC(=O)c2ccccc2)cc1 (stereo not given) | -22 | 24
65 | O=S(=O)(NCc1cn2ccsc2n1)c1cccs1 | 5 | 17
66 | O=C(CN1CCCCCC1)OCCN=C1NS(=O)(=O)c2ccccc21 | 1 | 44
67 | Cc1ccc2c(c1)c1c3n2CC(=C2C(=O)OC(C)(C)OC2=O)NC3CCC1 (stereo not given) | -14 | 22
68 | CCCn1c(=N)n(CC(=O)OCC)c2ccccc21 | -13 | 23
69 | COC(=O)c1sccc1NC(=O)C1CC=CCC1C(=O)O (stereo not given) | -16 | 25
70 | CCc1ccc2c(c1)C1(NN=C(c3cccc4ccccc34)S1)C(=O)N2 (stereo not given) | -111 | 41
71 | CCC(CC)C1C(C#N)=C(N)SC(N)=C1C#N | 43 | 10
72 | CC(NC(=O)C1CCCC1)c1ccc2c(c1)OCCO2 (stereo not given) | 14 | 36
73 | CCOC(=O)c1cnc(-c2ccccc2)nc1N | 8 | 18
74 | Cc1cc(C)nc(NS(=O)(=O)c2ccc(N3C(=O)C4CC=C(Cl)CC4C3=O)cc2)n1 (stereo not given) | -57 | 57
75 | N[C@@H](Cc1ccccc1)c1nnc2sc(SCc3ccccc3)nn12 | -53 | 25
76 | CCN1CCN(C(=O)c2ccccc2N(C)S(=O)(=O)c2ccc(C)cc2)CC1 | 3 | 17
77 | CCC(C)Sc1nnc(-c2c[nH]c3ccccc23)n1CCOC (stereo not given) | 28 | 29
78 | CCn1c(=O)cc(SCC(=O)N2CCOCC2)c2ccccc21 | -186 | 51
79 | CC(C)N1CC(O)=C(c2nc3ccccc3[nH]2)C1=N | -47 | 56
80 | CC1CCC(C(C)C)C(OC(=O)CSc2nccc(=O)[nH]2)C1 (stereo not given) | 21 | 16

Some of the entries so far, with values under each structure.
Order of results – Htt clearance | Htt clearance grain fraction
[75] N[C@@H](Cc1ccccc1)c1nnc2sc(SCc3ccccc3)nn12
→ -53 | 25
[76] CCN1CCN(C(=O)c2ccccc2N(C)S(=O)(=O)c2ccc(C)cc2)CC1
→ 3 | 17
[77] CCC(C)Sc1nnc(-c2c[nH]c3ccccc23)n1CCOC (stereo not given)
→ 28 | 29
[78] CCn1c(=O)cc(SCC(=O)N2CCOCC2)c2ccccc21
→ -186 | 51

Further records follow:
no. | molecule | Htt clearance | Htt clearance grain fraction
81 | Cc1sc2nc(C(C)C)nc(SCC(=O)N3CCN(C(=O)c4ccco4)CC3)c2c1C | 21 | 29
82 | O=C(Nc1ccccc1)N1CCSCC1 | -56 | 52
83 | CCOC(=O)c1c(C)n(C)c2ccc(OCC(O)CN3CCC(C)CC3)cc12 (stereo not given) | -12 | 50
84 | COCCNC(=O)C1CCC(Cn2c(=S)[nH]c3ccccc3c2=O)CC1 (stereo not given) | 20 | 15
85 | N#Cc1nc(Cc2cccc3ccccc23)oc1N1CCCCC1 | 53 | 16
86 | CCOc1ccc(CCNC(=O)CCCN2C(=O)c3ccccc3C2=O)cc1OCC | -17 | 36
87 | Cn1c(-c2ccc(F)cc2)cnc1NCc1ccc(C#N)cc1 | 24 | 27
88 | Cc1cc(Nc2ccc(F)cc2C)n2nc(C)nc2n1 | -95 | 94
89 | COc1ccccc1NS(=O)(=O)c1ccc(OC)c(OC)c1 | -9 | 22
90 | COc1ccc(C(C(=O)NC2CCCCC2)N(Cc2cccs2)C(=O)Cc2c[nH]c3ccccc23)cc1OC (stereo not given) | 50 | 19
91 | O=C(O)C1CCN(S(=O)(=O)N2CCOCC2)CC1 | 2 | 33
92 | COCCOC(=O)C1=C(C)NC(=O)NC1c1ccc(Cl)cc1 (stereo not given) | 34 | 28
93 | COC(=O)c1ccc2[nH]c(C)cc(=O)c2c1 | -10 | 48
94 | COC(=O)c1ccccc1NC(=O)c1ccc(-c2ccccc2F)o1 | 50 | 10
95 | Cc1cc(C)cc(OCC(=O)N(Cc2cccs2)C2CCS(=O)(=O)C2)c1 (stereo not given) | -49 | 31
96 | Cc1ccc(O)c(C(=O)c2cnc3c(c2)COc2ccc(C)cc2-3)c1 | -113 | 42

Single records, as listed above:
Listed for COC(=O)c1ccc2[nH]c(C)cc(=O)c2c1 → Htt clearance: -10; Htt clearance grain fraction: 48
Listed for Cc1ccc(O)c(C(=O)c2cnc3c(c2)COc2ccc(C)cc2-3)c1 → Htt clearance: -113; Htt clearance grain fraction: 42

The list goes on:
no. | molecule | Htt clearance | Htt clearance grain fraction
97 | CCOC(=O)c1ccc2c(c1)nc(C1CCN(S(=O)(=O)c3cccs3)CC1)n2CC | -31 | 48
98 | O=C(c1cccc(S(=O)(=O)N2CCOCC2)c1)N1CCCCCC1 | -30 | 21
99 | Cc1ccc(C)n1-c1ccc2c(c1)COC2=O | -3 | 38
100 | Cn1nnnc1SCC(=O)N1CCN(c2ccc(Cl)cc2)CC1 | 0 | 20
101 | Cc1nn(C)c(C)c1CN(C)S(=O)(=O)c1ccc(F)cc1 | -35 | 26
102 | O=c1nc(-c2ccccc2)cc(C(F)(F)F)[nH]1 | -69 | 60
103 | CC(=O)NCCc1nc2ccccc2n1Cc1ccc(C)cc1 | -32 | 54
104 | COc1ccc(-c2cc(C(F)(F)F)nc(-n3cncn3)n2)cc1 | -4 | 20
105 | Cc1ccc(Nc2nc(N)nc(CC#N)n2)cc1 | 8 | 18
106 | CC(=O)Nc1ccc(NC(=O)c2ccccc2F)cc1 | -43 | 23
107 | Cc1ccc(C)c(NS(=O)(=O)c2ccc(NC(=O)c3ccco3)cc2)c1 | 7 | 43
108 | COC(=O)c1cc(OC)c(OC)cc1NC(=O)Cn1nnc(-c2ccccc2Cl)n1 | -3 | 38
109 | Cc1nc2ccccc2c(=O)n1NC(=O)c1ccccc1Cl | 40 | 24
110 | Cc1c(O)cc2n(c1=O)-c1ccccc1C2(C)C | -12 | 21
111 | O=C(OCC#CCSc1nnc(-c2cccc3ccccc23)o1)c1cccs1 | -8 | 41
112 | NC(=O)c1cc(S(=O)(=O)NC2CCCCC2)co1 | 18 | 28
113 | COCC(=O)NCc1ccc2c(c1)OCO2 | 12 | 18
114 | COC(=O)c1cc(OC)c(OC)cc1NC(=O)c1c(-c2ccccc2Cl)noc1C | 16 | 17
115 | Nn1c(Nc2ccccc2)nc2ccccc2c1=O | 2 | 36
116 | CCOC(=O)CSc1nc2cc(C(=O)NCc3ccco3)ccc2c(=O)n1C1CCCCC1 | 36 | 14
117 | O=C(c1cc2ccccc2o1)N1CCN(c2ccccc2Cl)CC1 | -13 | 34
118 | Cn1c(SCc2nc3ccccc3s2)nnc1-c1ccc2c(c1)OCO2 | 35 | 12
119 | CCOC(=O)Cn1c(N)c(C(=O)OC)sc1=S | -44 | 52
120 | CC(C(=O)Nc1cc(C(F)(F)F)ccc1N1CCOCC1)N1C(=O)C2CC=CCC2C1=O (stereo not given) | -32 | 26
121 | CC(C)CCn1c(N2CCN(Cc3ccccc3)CC2)nc2c1c(=O)[nH]c(=O)n2C | 58 | 7.7

High-throughput results: PubChem, Columbia University Molecular Screening Center

A portion of the library; count on the stated rates, not on these rows.
